bIAP activator: bovine intestinal alkaline phosphatase activators, primary screen, biochemical, bovine IAP, CDP-star luminescence; purified bovine IAP, 30 min; hits give high values; fold of DMSO-control signal, blank-subtracted; alkaline phosphatase, intestinal [Bos taurus]; actives 0.17% (n = 200,000); activation factor at 20 µM;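 active = activation factor of 2 or more at 20 µM, a signal rise over negative controls twice the positive control's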
PPARg SRC3 recr: PPARgamma agonists recruiting SRC-3 coactivator, primary screen, biochemical | Peroxisome proliferator-activated receptor gamma (Homo sapiens), P37231 | biochemical PPARgamma/SRC-3 coactivator recruitment assay | activation, % at 8 µM | actives 0.26% (n = 200,000) | AID 731, 2007; in the data active = activation above about 23%;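 also: 0% = DMSO and 100% = reference agonist; some compounds past the cut are filed as inactive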
Target sequence (P37231 whole entry, looked up): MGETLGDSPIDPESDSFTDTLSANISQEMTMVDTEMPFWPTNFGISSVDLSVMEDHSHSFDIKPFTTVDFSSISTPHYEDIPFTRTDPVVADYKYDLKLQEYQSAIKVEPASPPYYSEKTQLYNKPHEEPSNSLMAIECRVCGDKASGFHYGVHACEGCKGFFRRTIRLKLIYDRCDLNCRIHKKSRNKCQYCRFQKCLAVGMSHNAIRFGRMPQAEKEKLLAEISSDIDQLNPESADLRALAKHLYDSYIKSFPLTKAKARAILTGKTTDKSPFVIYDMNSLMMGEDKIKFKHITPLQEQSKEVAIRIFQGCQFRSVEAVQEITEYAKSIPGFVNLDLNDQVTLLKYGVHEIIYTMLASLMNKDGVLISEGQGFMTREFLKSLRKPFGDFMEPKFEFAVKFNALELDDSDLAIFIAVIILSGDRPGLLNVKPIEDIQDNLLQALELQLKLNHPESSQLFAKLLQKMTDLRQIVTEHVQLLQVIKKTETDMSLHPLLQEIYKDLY
PPARg SRC2 recr: agonists of PPARg-SRC-2 recruitment, primary screen, biochemical, HTS | PPARgamma LBD-SRC-2 recruitment | activation, % at 8 µM | actives 0.34% (n = 200,000) | AID 1032, 2008; in the data active = activation above about 22%;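 also: 0% = vehicle and 100% = reference agonist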
TR-FRET SRC-2 ct: TR-FRET signal artefacts, primary screen, artefact control for PPARgamma SRC-2 agonist project, biochemical; actives 0.4% (n = 200,000); TR-FRET ratio at 8 µM; TR-FRET artefact counter-screen; hits give high values; in the data active = TR-FRET ratio above about 2000; also: inactives centre near 1500
PPARg SRC-1 ag: PPARgamma agonists recruiting SRC-1 coactivator, primary screen, biochemical | activation, % at 8 µM | AID 631, 2007 | actives 0.41% (n = 200,000) | PPARgamma-SRC-1 coactivator recruitment biochemical assay | Peroxisome proliferator-activated receptor gamma (Homo sapiens), P37231; in the data active = activation above about 19%;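 also: 0% = DMSO and 100% = reference agonist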
TNAP act hiacc: TNAP activators at high phosphate acceptor level, primary screen, biochemical, luminescence, uHTS; Alkaline phosphatase, tissue-nonspecific isozyme (Homo sapiens), P05186; purified TNAP, CDP-star luminescence, 1 M DEA, 30 min; hits give high values; 0 = EDTA background, 1 = DMSO-only activity; activation factor at 20 µM; 200,000 tested, under 10 active;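 active = activation factor at least 2 at 20 µM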
Target sequence (P05186 whole entry, looked up): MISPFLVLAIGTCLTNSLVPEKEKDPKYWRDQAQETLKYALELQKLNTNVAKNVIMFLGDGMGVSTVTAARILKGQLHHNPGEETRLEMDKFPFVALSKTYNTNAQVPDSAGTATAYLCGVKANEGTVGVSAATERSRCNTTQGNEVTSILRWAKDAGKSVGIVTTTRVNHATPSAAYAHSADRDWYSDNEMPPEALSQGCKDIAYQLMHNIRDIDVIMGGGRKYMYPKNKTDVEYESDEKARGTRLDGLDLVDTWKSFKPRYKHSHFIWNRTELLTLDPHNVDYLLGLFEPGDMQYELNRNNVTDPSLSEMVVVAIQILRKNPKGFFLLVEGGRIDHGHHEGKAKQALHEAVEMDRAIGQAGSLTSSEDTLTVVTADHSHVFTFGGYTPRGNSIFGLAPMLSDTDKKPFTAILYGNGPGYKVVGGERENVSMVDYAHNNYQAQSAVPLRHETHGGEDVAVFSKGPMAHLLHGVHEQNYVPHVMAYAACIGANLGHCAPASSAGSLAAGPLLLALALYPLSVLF
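Assay system: human TNAP; Input: enzyme diluted 1/800 final; Reagent: CDP-star luminogenic substrate at 100 µM final; Timing: 30 min, room temperature; Signal: luminescence; Evaluation: TNAP activation factor scaled between EDTA and DMSO control wells.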
bIAP inh: bovine intestinal alkaline phosphatase inhibitors, primary screen, selectivity assay for TNAP inhibitor project, biochemical, bovine IAP, CDP-star luminescence; alkaline phosphatase, intestinal [Bos taurus]; purified bovine IAP, 30 min; inhibition, % at 20 µM; 190,000 tested, under 10 active;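 active = over 50% inhibition of intestinal alkaline phosphatase at 20 µM in the single-dose screen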
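System: Purified bovine intestinal alkaline phosphatase (IAP) enzyme | Input: IAP diluted 1/65,000,000 in the well | Also added: CDP-star chemiluminescent phosphatase substrate, 30 µM final | Dosing: 20 µM single dose | Times: Enzyme reaction for 30 min at room temperature | Detection: Luminescence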
TNAP inh hiacc: human TNAP enzyme inhibitors, primary screen, biochemical, luminescent, high phosphate acceptor level, uHTS; purified TNAP, CDP-star luminescence, 1 M DEA; inhibition, % at 20 µM; actives 0.03% (n = 200,000); AID 1135, 2008;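 active = over 50% inhibition of tissue-nonspecific alkaline phosphatase at 20 µM in the single-dose screen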;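 also: plate controls were DMSO wells for no effect and EDTA-quenched wells as full inhibition for full effect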
Efa HMGR inh: inhibitors of E. faecalis class II HMGR, primary screen, biochemical, Enterococcus faecalis. AID 1066, 2008. actives 0.41% (n = 190,000). HMG-CoA reductase (Enterococcus faecalis, mvaE). inhibition, % at 10 µM. purified E. faecalis HMGR, NADPH absorbance 340 nm kinetic;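 active = inhibition above a set limit, the median over all tested compounds plus 3 SD, cut at about 9.5% in these data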;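 also: enzyme runs in reverse so mevalonate oxidation gives rising NADPH absorbance; 0% = complete reaction with DMSO and 100% = background rate lacking mevalonate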
TNAP inh no acc: human TNAP enzyme inhibitors, primary screen, biochemical, luminescent, no phosphate acceptor, uHTS; Alkaline phosphatase, tissue-nonspecific isozyme (Homo sapiens), P05186; purified TNAP, CDP-star luminescence, 30 min; inhibition, % at 20 µM; actives 0.26% (n = 200,000);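 active = tissue-nonspecific alkaline phosphatase inhibition above about 50% at 20 µM in the single-dose screen, limit read from the data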;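 also: 0% = DMSO negative control and 100% = EDTA positive control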
Numbers without * were called inactive.

What do the screens show for `Cc1ccccc1CC1(CO)CCCN(C(=O)c2cc(-c3ccccc3)no2)C1` (centres undefined)?
bIAP activator: 0.9; PPARg SRC3 recr: 4; PPARg SRC2 recr: 11; TR-FRET SRC-2 ct: 1521; PPARg SRC-1 ag: -1; TNAP act hiacc: 1; bIAP inh: 9; TNAP inh hiacc: -4; Efa HMGR inh: -4; TNAP inh no acc: -4

What do the screens show for `Cc1ccc2nc(-c3ccccn3)cc(C(=O)Nc3ccc(S(=O)(=O)N4CCOCC4)cc3)c2c1`?
bIAP activator: 1.2; PPARg SRC3 recr: 2; PPARg SRC2 recr: -2; TR-FRET SRC-2 ct: 1503; PPARg SRC-1 ag: 0; TNAP act hiacc: 1.1; bIAP inh: -22; TNAP inh hiacc: -6; Efa HMGR inh: 0; TNAP inh no acc: -14

How did CC(C)Oc1ccc(C(=O)CCN2CCCCC2)cc1 do in these assays?
bIAP activator: 1; PPARg SRC3 recr: -7; PPARg SRC2 recr: 10; TR-FRET SRC-2 ct: 1592; PPARg SRC-1 ag: 6; TNAP act hiacc: 1; bIAP inh: 5; TNAP inh hiacc: 0; Efa HMGR inh: 0; TNAP inh no acc: -1

How did C#CCOCCOCCOCCNc1nc(N2CCN(C(=O)[C@H](CCCCN)n3cc([C@@H](N)C(C)CC)nn3)CC2)nc(N2CCN(C(=O)[C@H](Cc3ccc(O)cc3)n3cc([C@@H](N)C(C)CC)nn3)CC2)n1 (some centres undefined) do in these assays?
bIAP activator: 1.4; PPARg SRC3 recr: -2; PPARg SRC2 recr: -1; TR-FRET SRC-2 ct: 1469; PPARg SRC-1 ag: 0; TNAP act hiacc: 1.1; bIAP inh: -40; TNAP inh hiacc: -8; Efa HMGR inh: -3; TNAP inh no acc: -11

Results for CN(/N=C/c1ccc2c(c1)OCO2)c1nc(N2CCOCC2)nc(N2CCOCC2)n1 ?
bIAP activator: 1.1; PPARg SRC3 recr: 8; PPARg SRC2 recr: 12; TR-FRET SRC-2 ct: 1770; PPARg SRC-1 ag: 8; TNAP act hiacc: 1.1; bIAP inh: -5; TNAP inh hiacc: -5; Efa HMGR inh: -4; TNAP inh no acc: -16

What do the screens show for `COc1ccc(S(=O)(=O)N2CCOC2CNC(=O)C(=O)NCCc2c[nH]c3ccccc23)cc1` (centres undefined)?
bIAP activator: 0.9; PPARg SRC3 recr: 1; PPARg SRC2 recr: 5; TR-FRET SRC-2 ct: 1383; PPARg SRC-1 ag: -2; TNAP act hiacc: 1.1; bIAP inh: 15; TNAP inh hiacc: -6; Efa HMGR inh: -1; TNAP inh no acc: -6

Results for CC1(C)CC(=O)C(N=Nc2cc3c(cc2[N+](=O)[O-])OCCO3)=C(O)C1 ?
bIAP activator: 1; PPARg SRC3 recr: 3; PPARg SRC2 recr: 5; TR-FRET SRC-2 ct: 1834; PPARg SRC-1 ag: 3; TNAP act hiacc: 0.8; bIAP inh: 3; TNAP inh hiacc: 19; Efa HMGR inh: -2; TNAP inh no acc: 18

What do the screens show for `N#Cc1c(NCCN)nc(-c2ccccc2)c2c1CCCC2`?
bIAP activator: 1; PPARg SRC3 recr: 0; PPARg SRC2 recr: 7; TR-FRET SRC-2 ct: 1571; PPARg SRC-1 ag: 6; TNAP act hiacc: 1; bIAP inh: 0; TNAP inh hiacc: 0; Efa HMGR inh: -3; TNAP inh no acc: 23

How did O=C(C1CCCCC1)N1CCN(S(=O)(=O)c2ccc(Br)cc2)CC1 do in these assays?
bIAP activator: 1; PPARg SRC3 recr: -15; PPARg SRC2 recr: -4; TR-FRET SRC-2 ct: 1353; PPARg SRC-1 ag: 0; TNAP act hiacc: 1; bIAP inh: -1; TNAP inh hiacc: 1; Efa HMGR inh: -4; TNAP inh no acc: 1

What do the screens show for `CC(=O)Nc1ccc(NC(=O)CSc2nnc3c4ccccc4n(C)c3n2)cc1`?
bIAP activator: 1; PPARg SRC3 recr: 6; PPARg SRC2 recr: 3; TR-FRET SRC-2 ct: 1611; PPARg SRC-1 ag: 5; TNAP act hiacc: 1.1; bIAP inh: -1; TNAP inh hiacc: -9; Efa HMGR inh: -1; TNAP inh no acc: -14

Two entries drawn at random from those above:
Results for CC1(C)CC(=O)C(N=Nc2cc3c(cc2[N+](=O)[O-])OCCO3)=C(O)C1 ?
bIAP activator: 1; PPARg SRC3 recr: 3; PPARg SRC2 recr: 5; TR-FRET SRC-2 ct: 1834; PPARg SRC-1 ag: 3; TNAP act hiacc: 0.8; bIAP inh: 3; TNAP inh hiacc: 19; Efa HMGR inh: -2; TNAP inh no acc: 18

How did C#CCOCCOCCOCCNc1nc(N2CCN(C(=O)[C@H](CCCCN)n3cc([C@@H](N)C(C)CC)nn3)CC2)nc(N2CCN(C(=O)[C@H](Cc3ccc(O)cc3)n3cc([C@@H](N)C(C)CC)nn3)CC2)n1 (some centres undefined) do in these assays?
bIAP activator: 1.4; PPARg SRC3 recr: -2; PPARg SRC2 recr: -1; TR-FRET SRC-2 ct: 1469; PPARg SRC-1 ag: 0; TNAP act hiacc: 1.1; bIAP inh: -40; TNAP inh hiacc: -8; Efa HMGR inh: -3; TNAP inh no acc: -11

Carrying on:
Results for Cc1ccc2c(c1)Cc1nc3ccccc3nc1-2 ?
bIAP activator: 0.9; PPARg SRC3 recr: 2; PPARg SRC2 recr: -1; TR-FRET SRC-2 ct: 1603; PPARg SRC-1 ag: -2; TNAP act hiacc: 1; bIAP inh: 6; TNAP inh hiacc: 1; Efa HMGR inh: 1; TNAP inh no acc: -6

Results for COc1ccc(C(=O)n2cc(C(=O)c3cc(C)ccc3O)cn2)cc1OC ?
bIAP activator: 0.9; PPARg SRC3 recr: 3; PPARg SRC2 recr: 1; TR-FRET SRC-2 ct: 1478; PPARg SRC-1 ag: 10; TNAP act hiacc: 1; bIAP inh: 7; TNAP inh hiacc: -5; Efa HMGR inh: 3; TNAP inh no acc: 6

How did O=C(CC1C(=O)NCCN1Cc1ccc(F)cc1)NCCOc1cccnc1 (centres undefined) do in these assays?
bIAP activator: 1.1; PPARg SRC3 recr: 4; PPARg SRC2 recr: 2; TR-FRET SRC-2 ct: 1553; PPARg SRC-1 ag: 1; TNAP act hiacc: 1.1; bIAP inh: -8; TNAP inh hiacc: -5; Efa HMGR inh: -1; TNAP inh no acc: -8

Results for COc1ccc(CCNC(=O)c2ccc3nc(-c4ccco4)c(-c4ccco4)nc3c2)cc1OC ?
bIAP activator: 1; PPARg SRC3 recr: 7; PPARg SRC2 recr: -3; TR-FRET SRC-2 ct: 1546; PPARg SRC-1 ag: 7; TNAP act hiacc: 0.9; bIAP inh: 4; TNAP inh hiacc: 14; Efa HMGR inh: 1; TNAP inh no acc: 7

How did Cc1cc(C(=O)NC(=S)Nc2cccc(C(=O)O)c2C)ccc1[N+](=O)[O-] do in these assays?
bIAP activator: 0.9; PPARg SRC3 recr: 2; PPARg SRC2 recr: -5; TR-FRET SRC-2 ct: 1772; PPARg SRC-1 ag: 1; TNAP act hiacc: 1; bIAP inh: 10; TNAP inh hiacc: -5; Efa HMGR inh: -11; TNAP inh no acc: -10

How did Cc1ccc(NC(=O)c2ccc(CSc3nccc(C)n3)cc2)cc1 do in these assays?
bIAP activator: 0.9; PPARg SRC3 recr: 2; PPARg SRC2 recr: 4; TR-FRET SRC-2 ct: 1652; PPARg SRC-1 ag: -3; TNAP act hiacc: 1; bIAP inh: 9; TNAP inh hiacc: -3; Efa HMGR inh: -3; TNAP inh no acc: -12

Results for CC(C)(OC1OC(CO)C(O)C(O)C1O)[C@H]1Oc2ccc3ccc(=O)oc3c2[C@H]1O (some centres undefined) ?
bIAP activator: 1; PPARg SRC3 recr: 3; PPARg SRC2 recr: 0; TR-FRET SRC-2 ct: 1391; PPARg SRC-1 ag: 9; TNAP act hiacc: 1.1; bIAP inh: 1; TNAP inh hiacc: -6; Efa HMGR inh: 3; TNAP inh no acc: -9

What do the screens show for `c1ccc2c(c1)c1ccccc1n2CN1CCOCC1`?
bIAP activator: 1; PPARg SRC3 recr: -3; PPARg SRC2 recr: 1; TR-FRET SRC-2 ct: 1476; PPARg SRC-1 ag: -2; TNAP act hiacc: 1; bIAP inh: -1; TNAP inh hiacc: -4; Efa HMGR inh: -6; TNAP inh no acc: -9

Results for CCOC(=O)N1CCN(C(=O)C2CC(=O)N(Cc3ccc(OC)cc3)C2)CC1 (centres undefined) ?
bIAP activator: 1; PPARg SRC3 recr: 1; PPARg SRC2 recr: 3; TR-FRET SRC-2 ct: 1504; PPARg SRC-1 ag: 6; TNAP act hiacc: 1; bIAP inh: -3; TNAP inh hiacc: -4; Efa HMGR inh: -2; TNAP inh no acc: -10

Results for C=CCN(c1ccccc1OC)S(=O)(=O)c1ccc(Cl)c(C(=O)Nc2ccc(N3CCOCC3)cc2)c1 ?
bIAP activator: 1.2; PPARg SRC3 recr: 0; PPARg SRC2 recr: -6; TR-FRET SRC-2 ct: 1568; PPARg SRC-1 ag: 0; TNAP act hiacc: 1; bIAP inh: -16; TNAP inh hiacc: 5; Efa HMGR inh: -5; TNAP inh no acc: -2

How did COc1cccc(NC(=O)CC(c2ccc(OC(C)C)cc2)c2ccccc2OC)c1 (centres undefined) do in these assays?
bIAP activator: 1; PPARg SRC3 recr: 1; PPARg SRC2 recr: 13; TR-FRET SRC-2 ct: 1715; PPARg SRC-1 ag: 0; TNAP act hiacc: 1; bIAP inh: 3; TNAP inh hiacc: 1; Efa HMGR inh: -4; TNAP inh no acc: -18

How did CCN(CC)S(=O)(=O)c1ccc(NC(=O)COC(=O)CNS(=O)(=O)/C=C/c2ccccc2)cc1 do in these assays?
bIAP activator: 1; PPARg SRC3 recr: -3; PPARg SRC2 recr: 6; TR-FRET SRC-2 ct: 1580; PPARg SRC-1 ag: 8; TNAP act hiacc: 1; bIAP inh: 2; TNAP inh hiacc: -4; Efa HMGR inh: -2; TNAP inh no acc: 7

Results for CC(=O)OCCNc1cc(N2CCN(C)CC2)c2noc3c2c1C(=O)c1ccccc1-3 ?
bIAP activator: 0.9; PPARg SRC3 recr: 11; PPARg SRC2 recr: 10; TR-FRET SRC-2 ct: 1632; PPARg SRC-1 ag: 5; TNAP act hiacc: 0.9; bIAP inh: 10; TNAP inh hiacc: 7; Efa HMGR inh: -1; TNAP inh no acc: 4

What do the screens show for `Clc1ccc(NC2(c3nnnn3C3CCCCC3)CCCCC2)cc1`?
bIAP activator: 1; PPARg SRC3 recr: -5; PPARg SRC2 recr: 6; TR-FRET SRC-2 ct: 1631; PPARg SRC-1 ag: -3; TNAP act hiacc: 1; bIAP inh: 3; TNAP inh hiacc: -5; Efa HMGR inh: 1; TNAP inh no acc: -9

Screening results (PubChem BioAssay)
